Screening data from PubChem BioAssay.
MBNL1 CUG block: MBNL1-poly(CUG) RNA binding inhibition; Potency, µM (series often up to 57.5 µM), inactives show at the top dose activity change, negative = inhibition, usual class: inhibitors; TR-FRET MBNL1-His/biotin-(CUG)12 binding, 665/545 ratio; Q9NR56; 280,000 tested, 0.036% active; AID 2675; active = well fitted inhibition curve with a large enough effect in the signal ratio, with a control signal flat, not every such curve was filed as active; inconclusive = small, poorly fitted or top-dose-only effect, or effect the other way, or a change in a side signal; inactive = no such curve, though single readings can be large or run the other way; the % refers to the signal ratio; also: potency is read from the fitted curve at half-maximal effect; % is scaled to controls: 0 for no effect and ±100 for the full control effect
Target sequence (Q9NR56 whole entry, looked up): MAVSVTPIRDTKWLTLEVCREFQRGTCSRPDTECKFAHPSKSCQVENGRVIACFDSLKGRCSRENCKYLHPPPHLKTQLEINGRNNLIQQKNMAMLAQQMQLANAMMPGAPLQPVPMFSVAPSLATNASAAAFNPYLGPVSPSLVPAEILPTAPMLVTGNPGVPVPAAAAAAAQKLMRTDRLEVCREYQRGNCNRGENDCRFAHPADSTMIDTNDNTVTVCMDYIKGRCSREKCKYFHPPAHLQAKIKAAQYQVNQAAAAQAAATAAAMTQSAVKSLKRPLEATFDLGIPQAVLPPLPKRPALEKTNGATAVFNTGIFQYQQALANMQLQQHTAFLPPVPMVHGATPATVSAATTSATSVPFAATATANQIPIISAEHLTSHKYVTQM
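Compounds (final 92 nM to 58 uM) are added to His-tagged MBNL1 and biotin-(CUG)12, then terbium anti-His antibody and streptavidin-XL665 (5 nM final). After 60 min at room temperature, the 665/545 nm ratio is read.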
A-T KAP1 phos: potential ataxia-telangiectasia treatments restoring KAP-1 phosphorylation. AID 485349. Potency, µM (titrated, usually from 57.5 µM), for the others: at the top dose activation, hits mostly activators. […] A-T fibroblasts, KAP-1 phosphorylation AlphaLISA; neocarzinostatin DNA damage 30 min before lysis. 320,000 tested, 0.19% active; also: potency is read from the fitted curve at half-maximal effect; % of control where 0% means no effect; nearly all actives have a fitted effect of over 45% in size
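ATM-like activity read as KAP-1 phosphorylation via AlphaLISA donor/acceptor antibody pairs after lysis and 6 hr at 25C. Cells were ATM-null patient fibroblasts ([…], hTERT), dosed 60 min, then exposed to the DSB inducer NCS for 30 min.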
Integrin act MD: activates integrin-mediated alleviation for muscular dystrophy; alpha7betagal myoblasts, beta-gal FDG fluorescence, 48 h; 350,000 tested, 0.064% active; Potency, µM (top dose mostly 38.3 µM), inactives show top-dose activation, actives largely listed as activators; AID 624291;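 also: potency is read from the fitted curve at half-maximal effect; 100% = response of the positive control SU9516; nearly all actives have a fitted effect of over 60% in size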
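alpha7betagal+/- myoblasts (passage 13, 250/well) treated 48 h at 37C with compounds at 1:260 dilution of DMSO stock. Lysed, then beta-galactosidase activity read as FDG fluorescence (ex 480/em 540) after 30 min, with pre-read for autofluorescence.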
TCR activator: T cell receptor activation; Potency, µM (doses to about 9.22 µM), for the others: at the top dose activation of IL-2 secretion, usual class: activators; primary human leukocytes, anti-CD3, IL-2 HTRF, 48 h; AID 504894; 330,000 tested, under 10 active; also: % of control where 0% means no effect
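IL-2 release read by HTRF sandwich (Eu cryptate donor, d2 acceptor, 665 nm emission) after 48 hr exposure of primary human leukocytes to compound together with anti-CD3 beads in the absence of co-stimulatory signals.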
Mito fusion yeast: mitochondrial division inhibition or fusion activation; S. cerevisiae fusion-defective mutant growth rescue, CellTiterGlo 48 h; Potency, µM (highest dose often 46.1 µM), for the others: top-dose growth rescue (activation), hits mostly activators; 320,000 tested, 0.23% active;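 also: potency is read from the fitted curve at half-maximal effect; % of control where 0% means no effect; nearly all actives have a fitted effect of over 45% in size; temperature-sensitive fusion mutants such as fzo1-1 at 37 °C on non-fermentable ethanol glycerol medium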
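Yeast fusion mutant, YPEG (non-fermentable carbon), compound, 48 h at 37C non-permissive; CellTiterGlo added, 10 min RT, luminescence read. Rescued growth = division inhibition.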
TSHR antagonist: antagonists of human thyroid stimulating hormone receptor; P16473; TSHR-expressing cells, TSH-stimulated cAMP HTRF, 2 h; active compounds read low; activity change, negative = inhibition, % at 11.5 µM; 330,000 tested, 0.2% active; AID 504810;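 active = activity change below a set negative limit, meaning inhibition stronger than a set level, cut at about -70% in these data; inconclusive = activity change between two set negative limits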; also: % is scaled to controls: 0 for no effect and ±100 for the full control effect
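Read-out is FRET at 665 nm (cryptate excitation 337 nm) from a cryptate-tagged anti-cAMP antibody, competed by cell cAMP against cAMP-d2. Compounds are tested on freshly harvested TSHR cells challenged with 4nM TSH (EC80) for 2 hours at 37 deg C.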
Menin MLL FP TR: inhibitors of human menin-MLL interaction, mutant MLL peptide. O00255. Menin + Texas Red MLL mutant peptide, fluorescence polarization. Potency, µM (titrated, usually from 61.6 µM), for the others: at the highest dose FP activity change, negative = inhibition, actives largely listed as inhibitors. 270,000 tested, 0.23% active. AID 1768; active = well fitted inhibition curve with a large enough effect in the polarisation, with a control signal flat, not every such curve was filed as active; inconclusive = small, poorly fitted or top-dose-only effect, or effect the other way, or a change in a side signal; inactive = no such curve, though single readings can be large or run the other way; the % refers to the polarisation; also: potency is read from the fitted curve at half-maximal effect; % of control where 0% means no effect; many of its hits are not listed in these tables
S-ASM inh: blocks human secretory acid sphingomyelinase. P17405. placental ASM, HMU-PC fluorogenic substrate, 60 min. Potency, µM (series often up to 57.5 µM), inactives show top-dose activity change, negative = inhibition, hits mostly inhibitors. 340,000 tested, 0.006% active. AID 504937; also: potency is read from the fitted curve at half-maximal effect
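Fluorescence read-out (Ex 386 nm, Em 447 nm) after stopping the reaction at pH 10. Enzyme: ASM from human placenta; substrate HMU-PC0, 9 uM final; 60 min, 37 °C. Compound preincubation 10 min, ambient temperature.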
MLL CXXC-DNA inh: blocks binding of human MLL CXXC domain to DNA; AID 2662; Q03164; Potency, µM (highest dose often 115 µM), for the others: at the top dose activity change, negative = inhibition, hits mostly inhibitors; MLL-CXXC / FITC-HOXA9 DNA fluorescence polarization; 290,000 tested, 0.037% active; active = well fitted inhibition curve with a large enough effect in the polarisation, with a control signal flat, not every such curve was filed as active; inconclusive = small, poorly fitted or top-dose-only effect, or effect the other way, or a change in a side signal; inactive = no such curve, though single readings can be large or run the other way; the % refers to the polarisation; also: potency is read from the fitted curve at half-maximal effect
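Steps: dispense CXXC domain solution (7 uM) → pin compounds or unlabeled HOX-A9 DNA control → 5 min ambient → add FLSN-HOX-A9 solution (50 nM) → spin → 30 min ambient → fluorescence polarization. Tris pH 7.5/NaCl/DTT/BSA buffer.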
TSG101-PTAP inh: blocks PTAP/TSG101 interaction to inhibit HIV-1 budding | Q99816 | Fluorescence polarization, FITC-PTAP peptide / Tsg101 binding | Potency, µM (top dose mostly 115 µM), inactives show top-dose activity change, negative = inhibition, actives largely listed as inhibitors | 340,000 tested, under 10 active | AID 493005; active = well fitted inhibition curve with a large enough effect in the main read-out, with a control signal flat, not every such curve was filed as active; inconclusive = small, poorly fitted or top-dose-only effect, or effect the other way, or a change in a side signal; inactive = no such curve, though single readings can be large or run the other way; also: potency is read from the fitted curve at half-maximal effect; % of control where 0% means no effect
Target sequence (Q99816 whole entry, looked up): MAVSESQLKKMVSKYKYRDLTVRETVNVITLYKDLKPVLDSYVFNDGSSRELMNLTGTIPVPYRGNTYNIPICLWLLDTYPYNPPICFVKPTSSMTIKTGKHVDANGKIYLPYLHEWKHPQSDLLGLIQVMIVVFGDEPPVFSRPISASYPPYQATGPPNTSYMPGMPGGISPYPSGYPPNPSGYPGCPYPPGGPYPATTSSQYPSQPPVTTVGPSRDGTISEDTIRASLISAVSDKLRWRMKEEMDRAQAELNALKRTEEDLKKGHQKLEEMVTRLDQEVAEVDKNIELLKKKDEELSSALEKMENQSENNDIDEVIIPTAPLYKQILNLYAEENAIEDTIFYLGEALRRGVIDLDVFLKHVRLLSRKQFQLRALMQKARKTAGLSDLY
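Fluorescence anisotropy tracks displacement of a FITC-tagged PTAP peptide (50 nM) from the Tsg101 binding domain (10 uM), following a 20 min room-temperature incubation at pH 7.5.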
An asterisk follows results filed as active; i = inactive; ? = inconclusive; · = no result given; [ ] = dose if it differs, or a comment. Unless noted, calls follow the shape of the dose curve; as a rule, active = well fitted curve in the direction sought with a large enough effect; inconclusive = small, poorly fitted or top-dose-only effect, or another doubt; inactive = no such curve, though single readings can be large; an effect the other way counts as inactive or inconclusive. These rows are one share of the data (hit frequency here may not be typical).

SMILES | MBNL1 CUG block | A-T KAP1 phos | Integrin act MD | TCR activator | Mito fusion yeast | TSHR antagonist | Menin MLL FP TR | S-ASM inh | MLL CXXC-DNA inh | TSG101-PTAP inh
COc1ccc(S(=O)(=O)N(CC(=O)Nc2cccnc2)c2ccccc2OC)cc1 | -4% | 9% | 5% | 1% | 15% | 15 | -2% | 8% | 1% | -4%
CCc1ccc(NC(=O)CSc2nnnn2-c2cccnc2)cc1 | -13% | -4% | -29% | -6% | -18% | 8 | 18% | 2% | -1% | ·
C=CCNC(=O)C1CC(=O)N(c2ccc(OCC(=O)Nc3ccc(C)cc3)cc2)C1 (stereo not drawn) | 1% | 1% | -9% | 1% | 2% | 11 | 9% | -1% | 61%[activator] | -2%
COC(=O)Nc1ccc(Cc2ccncc2)cc1 | -4% | 1% | 34% | -3% | 4% | -5 | 0% | 5% | 8% | -6%
COc1ccc(CN(C)CC(O)COC(c2ccc(OC)cc2)c2ccc(OC)cc2)cc1 (stereo not drawn) | -1% | 1% | -29% | 4% | -27% | 3 | -29% | -5% | -5% | -5%
CN1C(C(=O)N2CCc3ccccc3C2)=CC(c2ccc(F)cc2)=NS1(=O)=O | 74%[activator] | 8% | -20% | 12% | 23% | -3 | 0% | -1% | 47%[activator] | 11%
C/C(=N\NC(=O)c1cccnc1)c1ccc(-c2ccccc2)cc1 | 5% | -3% | 17% | 1% | -1% | -5 | · | 3% | 1% | 0%
CCCOc1c(Br)cc(C2C3=C(CCCC3=O)N(CC)C3=C2C(=O)CCC3)cc1OC | 8% | 14% | -2% | -5% | 4% | -1 | -13% | i | -3% | 0%
CC1(C)CC2(CC(C)(C)N1)OC(=O)N1CCc3ccccc3C12C (stereo not drawn) | 3% | -8% | 7% | -5%[46.1 µM] | 5% | 8 | 1% | 2% | -3% | -3%
Nc1cccc(-c2nc3ncccc3o2)c1 | ? | -8% | 11% | · | 3% | 8 | 0% | 19% | -5% | -1%
Fc1ccc(CNC(=S)NCc2ccc(F)cc2)cc1 | -16% | 0% | -7% | -3% | 0% | -1 | · | 12% | -2% | -2%
O=C(Cc1ccc2ccccc2c1)Nc1ccccc1Br | 8% | -3% | 10% | · | 0% | -4 | ? | 0% | 2% | -1%
CCc1ccc(-c2cc(C(=O)Nn3cnnc3)c3ccccc3n2)cc1 | 16% | · | 0% | 7% | -6% | -2 | ? | -1% | 18% | -14%
O=[N+]([O-])c1ccc(Sc2cc[n+]([O-])c3ccccc23)c([N+](=O)[O-])c1 | ? | -23% | -8% | 19% | -13% | 6 | · | -7% | -8% | 0%
Cc1c(C)c2cc3c(C)coc3cc2oc1=O | -4% | -23% | ? | 1% | 16% | -7 | -10% | 22% | 1% | -5%
O=C(NCCCN1CCCC1)c1ccc(CSCc2cccc(Cl)c2)o1 | 3% | -3% | -54%[inhibitor] | 3% | -5% | 4 | -2% | 3% | 5% | -11%
Cc1ccc(CNC(=O)Cn2nnc3ccccc3c2=O)cc1 | ? | -2% | -19% | -71% | 3% | 24 | 8% | 0% | 5% | 1%
O=C(NCc1ccc(F)cc1)Nc1ccccc1 | -6% | 2% | 0% | -4% | 1% | 1 | 11% | 0% | 1% | -2%
O=C(c1cc2ccccc2oc1=O)N(Cc1ccco1)Cc1cccs1 | 4% | 5% | 14% | 5% | 8% | 3 | 1% | -3% | -7% | -3%
CS(=O)(=O)N(Cc1ccc(C(=O)NC2CCCCC2O)cc1)c1ccccc1 (stereo not drawn) | 13% | -7% | -18% | 3% | 0% | -4 | 0% | 1% | -8% | -2%
Cc1ccc(C(=O)C2=C(O)C(=O)N(c3ncccn3)C2c2ccc(Br)cc2)o1 (stereo not drawn) | 34%[activator] | -3% | 5% | -6% | 0% | -6 | · | 2% | -8% | -3%
Cc1cc([N+](=O)[O-])nn1Cc1noc(C(=O)NCCc2ccccn2)n1 | 18% | 0% | -7% | -2% | -2% | -1 | 6% | -3% | -1% | 1%
O=C(NNC(=O)c1ccccc1O)c1ccc(-c2ccc([N+](=O)[O-])cc2)o1 | · | 1% | -23% | 1% | 3% | -4 | · | -7% | · | -1%
COc1ccc(CCNC(=S)NC2CCN(Cc3ccccc3)CC2)cc1 | -10% | 4% | ? | 1% | 3% | 18 | -6% | 4% | -3% | 0%
C/C(=N\NC(=O)NC1CCCCC1)c1ccc(OC(F)F)cc1OC(F)F | -2% | 0% | 0% | -2% | -3% | -15 | ? | -3% | 16% | -8%
COc1ccc([N+](=O)[O-])cc1NS(=O)(=O)c1cc(C(=O)N2CCN(C)CC2)ccc1OC | · | -8% | -9% | 4% | 3% | 16 | · | -1% | · | 0%
Cc1ccc(CSc2nnc(-c3cccnc3)n2N)cc1 | 3% | -5% | -10%[7.66 µM] | -4% | -1% | -5 | 5% | 4% | 3% | -3%
COc1ccc(CN2CCNC(=O)C2CC(=O)NCC2CCOCC2)c(F)c1 (stereo not drawn) | 3% | 0% | -26% | -33% | -2% | -1 | · | 12% | 20% | -1%
CCCOC(=O)CN1C(=O)c2ccccc2C1=O | ? | -7% | 24% | 5% | -3% | 22 | 5% | 2% | -1% | 0%
COc1ccccc1OCc1ccc(C(=O)N2N=C(C(F)F)CC2(O)C(F)F)o1 (stereo not drawn) | -1% | 2% | 15% | -3% | 1% | 1 | -5% | 8% | -5% | -1%
COc1ccc(OCC(O)CN2CCN(c3ccc(OC)cc3)CC2)cc1 (stereo not drawn) | -6% | 2% | 19% | -2% | -4% | 32 | 35µM* | -3% | -6% | -4%
COCCn1c(C)cc(C(=O)COC(=O)c2ccc(-n3nc(C)cc3C)cc2)c1C | -5% | 9% | 10% | 5% | -4% | -16 | -2% | -7% | -1% | 2%
CCS(=O)(=O)c1ccc(O)c(NC(=O)c2ccc(S(=O)(=O)N3CCCCCC3)cc2)c1 | · | 9% | -12% | -1%[46.1 µM] | · | -7 | · | -5% | · | -1%
C#CCOC(=O)C[N+](C)(C)C/C=C/c1ccccc1 | -8% | -4% | 9% | -2% | 3% | -6 | 6% | 4% | 1% | -2%
COc1ccc2nc(C)cc(N3CCN(c4ccccc4)CC3)c2c1 | ? | -7% | -3% | 9% | -25% | -24 | -11% | -2% | 8% | -1%
CC(C)(C)c1cc(C(=S)N2CCCC2)cc(C(C)(C)C)c1O | 0% | 0% | -40% | · | -9% | -24 | 1% | -4% | -8% | -7%
Cc1cc(Nc2ccccc2)c2c([N+](=O)[O-])cc(C)c(C)c2n1 | 6% | -8% | -7% | -2% | 26% | -6 | -22% | -16% | 3% | -4%
FC(F)(F)c1cccc(NC(=S)Nc2ccc(Cl)cc2Cl)c1 | 1% | -1% | -16% | -1% | -12% | 8 | ? | -7% | -4% | -3%
C/C(CC(=O)NCc1ccco1)=N\NC(=O)Cc1ccccc1 | -6% | -4% | -5% | 5% | -1% | 25 | 11% | 4% | -10% | 0%
CC12CCC(C(=O)NNC(=O)c3ccc(F)cc3)(OC1=O)C2(C)C (stereo not drawn) | 2% | -25% | 0% | 0% | 2% | 23 | · | 0% | -4% | -1%
Cc1ccc2nc(-c3cccc(S(=O)(=O)N4CCCC4)c3)cn2c1 | -4% | 4% | -37% | -3% | -15% | -6 | -26% | 0% | 12% | 1%
COC1=C(OC)c2ccccc2C(C(=O)O)N/C1=C(/C)Nc1ccncc1 (stereo not drawn) | -5% | -3% | 11% | -3% | 0% | 1 | 3% | 4% | -8% | 1%
CCOc1ccc(NC(=O)CNC(=O)c2ccco2)cc1 | -9% | 3% | ? | · | -2% | 0 | 7% | -2% | -1% | -2%
O=C1c2ccccc2C(=O)N1CCCc1nc(-c2ccccc2)no1 | -1% | 4% | -10% | 1% | 1% | 13 | 23% | -7% | -3% | -3%
